Bioassay records (PubChem BioAssay)
ERAP1 HTS inh: human ERAP1 aminopeptidase inhibitors, primary screen, biochemical, single point, plate reader; 0.15% of 340,000 active; inhibition, % at 10.7 µM; AID 652197, 2013; Endoplasmic reticulum aminopeptidase 1 (Homo sapiens), Q9NZ08; recombinant ERAP1, Leu-AMC fluorescence, 60 min;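 active = mean replicate inhibition of at least 30%, or all replicates individually reaching that 30% level; inactive = mean below 30% and not every replicate reaching it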;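 note: 0% = neutral control wells and 100% = L-leucinethiol positive control wells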
Target sequence (Q9NZ08 whole entry, looked up): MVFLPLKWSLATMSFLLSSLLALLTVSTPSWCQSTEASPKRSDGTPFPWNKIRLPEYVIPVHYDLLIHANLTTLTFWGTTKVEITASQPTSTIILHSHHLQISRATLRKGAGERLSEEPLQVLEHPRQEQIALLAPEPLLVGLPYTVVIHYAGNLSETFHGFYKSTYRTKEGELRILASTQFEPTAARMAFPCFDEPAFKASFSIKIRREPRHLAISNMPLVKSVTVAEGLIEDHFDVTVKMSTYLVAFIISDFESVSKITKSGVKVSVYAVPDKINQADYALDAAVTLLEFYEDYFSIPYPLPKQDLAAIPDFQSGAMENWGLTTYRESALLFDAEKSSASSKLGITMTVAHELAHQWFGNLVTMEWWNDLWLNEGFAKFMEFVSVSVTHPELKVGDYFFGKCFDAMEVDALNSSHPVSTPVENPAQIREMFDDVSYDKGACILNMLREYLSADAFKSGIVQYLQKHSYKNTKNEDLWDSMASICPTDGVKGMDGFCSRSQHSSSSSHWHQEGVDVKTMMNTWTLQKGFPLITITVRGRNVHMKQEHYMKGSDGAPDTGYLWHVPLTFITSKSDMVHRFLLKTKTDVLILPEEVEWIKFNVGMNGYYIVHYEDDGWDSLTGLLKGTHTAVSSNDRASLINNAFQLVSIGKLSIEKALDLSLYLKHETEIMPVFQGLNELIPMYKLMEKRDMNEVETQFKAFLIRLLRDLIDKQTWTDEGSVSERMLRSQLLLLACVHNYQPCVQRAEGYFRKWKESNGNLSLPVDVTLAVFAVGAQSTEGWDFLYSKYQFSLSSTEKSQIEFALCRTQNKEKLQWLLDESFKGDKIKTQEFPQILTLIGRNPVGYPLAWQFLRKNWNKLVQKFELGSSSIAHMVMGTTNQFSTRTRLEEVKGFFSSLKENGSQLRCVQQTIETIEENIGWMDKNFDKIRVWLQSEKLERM
RAD52 anneal inh: RAD52 DNA annealing inhibitors, primary screen, biochemical, FRET, single point, set 2. DNA repair protein RAD52 homolog (Homo sapiens), P43351. 0.46% of 360,000 active. AID 651710, 2012. inhibition, % at 18.7 µM. recombinant RAD52 DNA annealing, FRET fluorescence;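 active = every replicate showing at least 50% inhibition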
esBAF inh: Bmi1 luciferase reporter increase in mESCs, primary screen, esBAF inhibitor project, mouse ES cells, Bmi1 luciferase knock-in, single point. reporter increase, % at 12.5 µM. 24 h; 100% = twice the neutral-well signal. 2% of 350,000 active; in the data active = activation above about 40%;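 note: 0% = median of the plate's neutral control wells and 100% = double that signal; a rise in the Bmi1 reporter signal indicates esBAF inhibition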
RAD54 inh: inhibitors of human RAD54 branch migration, primary screen, biochemical, fluorescence, single point; RAD54 Holliday junction branch migration, FAM/BHQ fluorescence; inhibition, % at 10.4 µM; 0.14% of 360,000 active;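 active = mean normalized replicate activity at least 40 and at least half of replicates scoring 40 or more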;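 note: 0% = median of neutral control wells and 100% = median of positive control wells; inhibitors cause a drop in the FAM fluorescence signal; in these data hits start at about 50%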
INS-1E GSIS act: GLuc luminescence reporter in INS-1E cells, primary screen for activators of glucose-dependent secretion of insulin. activation, % at 16.6 µM. INS-1E GLuc reporter insulin secretion, 2-3 h. 0.61% of 370,000 active;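 active = lowest replicate activation of at least 40%, so every replicate reaches that level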;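 note: 0% = median of neutral control wells and 100% = median of IBMX positive control wells; some compounds called inactive have numbers as strong as hits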
CFTR F508del cor: F508del CFTR correction, initial screen, CFBE line, single point; AID 720511, 2013; activity (quench increase), % at 7.58 µM; 0.36% of 350,000 active; CFBE cells, YFP halide quenching; stimulated with forskolin plus potentiator P3; % fluorescence drop versus neutral controls;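 active = mean added fluorescence quench of at least 8% versus neutral control, with both replicates also reaching 8%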;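 note: cells transiently co-express mutant CFTR-F508del with the halide-sensitive YFP; corrector assay measuring rescue of mutant channel to the surface after 24 h compound exposure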
XiGFP reactiv: activators of inactive X chromosome reactivation, primary screen, imaging, XiGFP fibroblasts, GFP high-content imaging, set 2 | XiGFP mouse fibroblasts, % GFP-positive cells imaging, 3 d; cells co-treated with 5-aza-dC sensitizer; scaled so ellipticine positive control = 100% | activation, % at 7.58 µM | 0.055% of 360,000 active | AID 743238, 2013;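 active = mean normalized replicate activation at least 10% and every replicate at or above 10%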;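 note: 0% = median of on-plate neutral control wells and 100% = ellipticine 6 µM median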
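assay system = SV40-immortalized XiGFP fibroblast cells, line 68-5-11 | buffer or medium = DMEM plus 5-aza-dC sensitizer | doses = single-point pinned compound dosing | times = 3-day compound exposure, then 15 min fixation at room temperature | benchmarks = positive control ellipticine, 6 µM final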
ARNT-TACC3 inh: disruptors of ARNT/TACC3 protein interaction, primary screen, biochemical, AlphaScreen, single concentration | AlphaScreen His-ARNT PAS-B/GST-TACC3 binding, luminescence; TACC3 fragment carries E629A point mutation | 0.66% of 390,000 active | Transforming acidic coiled-coil-containing protein 3 (Homo sapiens), Q9Y6A5 | inhibition, % at 9.99 µM;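 active = mean inhibition of replicates at least 50% and at least half of replicates each reaching 50%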;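 note: 0% = complete ARNT plus TACC3 wells and 100% = ARNT alone without TACC3; many hits fall short of the cut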
Active calls of the source: *; . = not tested or not shown; & = joins results of further samples. An unsorted share of the library (roughly 3.3% active in at least one column).

| SMILES | CFTR F508del cor | XiGFP reactiv | RAD54 inh | esBAF inh | ARNT-TACC3 inh | ERAP1 HTS inh | INS-1E GSIS act | RAD52 anneal inh |
| --- | --- | --- | --- | --- | --- | --- | --- | --- |
| Cc1noc(C)c1NC(=O)Nc1ccc2c(c1)C(=O)N([C@@H](C)CO)C[C@@H](C)[C@@H](CN(C)Cc1ccc(C(F)(F)F)cc1)OCCCC[C@H](C)O2 | 3.6 | -0.3 | -4 | -3 | -1 | 2 | -9 | -16 |
| COc1ccc(OC)c(S(=O)(=O)NC(N)=NCCc2ccccc2)c1 | -1.7 | 0.0 | -2 | -10 | 2 | 1 | 6 | -12 |
| COCC(=O)N1C[C@@H](C)[C@H](OC)CN(C)C(=O)c2cc(NC(=O)c3ccc(OC)cc3)ccc2OC[C@@H]1C | 0.7 | -0.1 | -2 | 2 | -15 | 2 | -8 | 13 |
| CN1CCN(C(=S)NC(=O)c2ccccc2Cl)CC1 | 1.4 | -0.1 | 1 | 10 | -4 | -2 | 4 | -7 |
| O=C(CC1C(=O)NCCN1CC(c1ccccc1)c1ccccc1)NC1CC1 (stereo not given) | 1.5 | 0.0 | . | . | 3 | -1 | -4 | -13 |
| COC(=O)c1ccc(NC(=S)NNC(=O)CC(C)C)cc1 | . | 0.1 | -3 | . | -14 | . | 5 | . |
| CC(=O)n1c(C=Nc2ccccc2)c(O)c2ccccc21 | -2.1 | 1.5 | . | . | 2 | -4 | -4 | -24 |
| C[C@H](CO)N1C[C@H](C)[C@@H](CN(C)Cc2ccc(C(F)(F)F)cc2)OCCCC[C@H](C)Oc2ccc(NC(=O)Nc3ccc(C(F)(F)F)cc3)cc2C1=O | 4.4 | -0.1 | 7 | 0 | -16 | . | 5 | . |
| Fc1cccc(F)c1/C=C/c1ccc2ccccc2n1 | . | 0.0 | 4 | . | -2 | . | -12 | . |
| COc1ccccc1CNC(=O)C[C@H]1CC[C@@H]2[C@H](COC[C@H](O)CN2Cc2ccc3c(c2)OCO3)O1 | 3.9&1.4 | 0.1&-0.2 | -2 | -4 | 0 | -2&-2 | -12&-7 | -2&-5 |
| CCCC(=O)Nc1ccc2c(c1)OC[C@@H](C)N(C(=O)c1ccccc1F)C[C@H](C)[C@H](OC)CN(C)C2=O | 0.1 | -0.3 | . | -3 | . | . | 12 | . |
| O=C(NCCC1CC1(Cl)Cl)Nc1ccccc1 (stereo not given) | 1.0 | 0.0 | 2 | . | -6 | 1 | 5 | 8 |
| COc1ccc(NC(=O)N(C)C[C@@H]2Oc3ncc(C#C[C@H](C)O)cc3C(=O)N([C@@H](C)CO)C[C@@H]2C)cc1 | -3.4 | 0.0 | 3 | -2 | -4 | 2 | 10 | -2 |
| NS(=O)(=O)c1ccc(CNC(=O)NC2(c3ccccc3)CC2)cc1 | -4.5 | 0.3 | 5 | -2 | -2 | 2 | . | 1 |
| Cc1ccccc1OCCC(=O)OCC(=O)N(C)c1c(N)n(Cc2ccccc2)c(=O)[nH]c1=O | 0.5 | 0.1 | -5 | -3 | -4 | 2 | 6 | -32 |
| NS(=O)(=O)c1ccc(NC(=O)COC(=O)CN2C(=O)C3CC=CCC3C2=O)cc1 (stereo not given) | 0.5 | 0.1 | -5 | -13 | 3 | -3 | -3 | -10 |
| CCc1ccccc1NC(=O)CN1CCN(C(=O)C2CCN(C(=O)/C=C/c3ccccc3)CC2)CC1 | 1.1 | 0.2 | 2 | 12 | 3 | 1 | -11 | -4 |
| COc1ccc(NC(=O)CCC(=O)c2cccs2)cc1Cl | -0.2 | 0.3 | -11 | 6 | -5 | -1 | 11 | -6 |
| COc1ccccc1C(=O)Nc1ccccc1C(=O)Nc1ccccc1 | 1.2 | 0.0 | 1 | . | . | . | . | 8 |
| CCOC(=O)/C=C1/N(C)c2ccccc2C1(C)C | 0.6 | 0.0 | 0 | 0 | -5 | . | -11 | -3 |
| CN=c1scc(-c2cccs2)n1/N=C/c1ccc(O)c(O)c1O | 1.1 | 0.4 | . | . | 60* | -3 | -2 | -11 |
| O=C(NCCc1ccccc1)c1cc(=O)c2ccccc2o1 | -1.4 | 0.1 | . | . | 2 | -2 | 1 | -22 |
| C[C@H](NC(=O)C[C@H]1CC[C@H](NC(=O)Cc2ccccn2)[C@H](CO)O1)c1ccccc1 | 2.7 | 0.1 | 0 | -9 | -13 | 1 | 6 | 0 |
| CCCCCCNc1cc(C)oc(=O)c1C(C)=O | 1.6 | 0.2 | . | . | -3 | 0 | -21 | -17 |
| CCOC(=O)c1c(NC(=O)COC(=O)Cc2n[nH]c(=O)c3ccccc23)sc(C(=O)NC)c1C | 4.8 | 0.1 | -8 | 3 | -2 | 1 | 21 | -1 |
| COc1ccc(Cn2nnnc2C(c2cccs2)N2CCCCCC2)cc1 (stereo not given) | . | . | -1 | -8 | 3 | . | -16 | . |
| O=C(NCCOc1ccccc1F)c1cc(F)c(F)cc1Cl | . | 0.7 | . | . | 0 | -8 | . | -17 |
| CO[C@H]1CN(C)C(=O)c2ccc(NC(=O)c3cccc(F)c3)cc2OC[C@@H](C)N(C)C[C@@H]1C | -4.3 | 0.5 | 2 | 1 | -10 | -2 | 4 | -4 |
| CC1CN(S(=O)(=O)c2cccc(C(=O)N(C)C3CCCCC3)c2)CC(C)O1 (stereo not given) | . | 0.1 | 1 | 2 | . | -4 | . | -11 |
| CN(Cc1nc2ccccc2c(=O)[nH]1)C(=O)c1cccc(S(=O)(=O)N2CCCCCC2)c1 | 1.2 | 0.1 | -1 | 3 | 6 | -1 | . | -5 |
| CC(C)N1CCN(c2ccncc2S(=O)(=O)N2CCN(C)CC2)CC1 | -0.1 | 0.1 | 3 | . | . | -1 | 2 | -10 |
| CCOC(=O)[C@]12CCC=C1N(Cc1ccc3c(c1)OCO3)C(=O)[C@H](CC(=O)NCc1ccccc1)C2 | 1.1 | 0.1 | . | . | . | . | -16 | -21 |
| CCCCC(=O)Nc1cnc(NC(=O)c2cccs2)cc1C | 0.6 | 0.0 | -11 | 5 | -1 | 2 | 13 | -35 |
| O=C(NCCCCc1ccccc1)C1CC(c2ccccc2C(F)(F)F)=NO1 (stereo not given) | -3.8 | 0.0 | -10 | 6 | 0 | -1 | -20 | 0 |
| O=C(NCCCN1CCOCC1)c1ccc2c(c1)N(Cc1cccc(Cl)c1)C(=O)CS2 | 0.2 | 0.1 | -5 | 5 | -3 | 4 | 16 | -10 |
| COc1ccc(Cl)cc1C(=O)NNC(=S)NC1CCCC1 | -0.9 | 0.1 | . | . | 3 | 1 | 8 | -17 |
| CCOc1ccc(CC(=O)NC2CC(C)(C)N(C)C(C)(C)C2)cc1OCC | -2.6 | 0.0 | 12 | -2 | 13 | -3 | 5 | -9 |
| O=C1NC[C@@H](CCCCN2CCN(CCc3ccc(O)cc3)C(=O)C2=O)N(CCc2ccc(O)cc2)C1=O | 3.5 | 0.1 | . | . | . | 8 | 8 | -9 |
| CC(C)C[C@H](NC(=O)C1CCN(C(=O)[C@H](Cc2ccccc2)NC(=O)OC(C)(C)C)CC1)C(=O)O | -1.4 | 0.3 | -7 | -1 | -5 | -3 | . | -14 |
| CC(=O)c1cccc(N(C(=O)Cn2nnc3ccccc32)C(C(=O)NCC2CCCO2)c2ccc(N3CCOCC3)cc2)c1 (stereo not given) | 1.0 | 0.5 | . | . | -6 | 7 | -1 | -4 |

Only RAD52 anneal inh, CFTR F508del cor and INS-1E GSIS act, for some of the entries so far:
Compound | RAD52 anneal inh | CFTR F508del cor | INS-1E GSIS act
COc1ccc(NC(=O)CCC(=O)c2cccs2)cc1Cl | -6 | -0.2 | 11
COc1ccccc1C(=O)Nc1ccccc1C(=O)Nc1ccccc1 | 8 | 1.2 | .
CCOC(=O)/C=C1/N(C)c2ccccc2C1(C)C | -3 | 0.6 | -11
CN=c1scc(-c2cccs2)n1/N=C/c1ccc(O)c(O)c1O | -11 | 1.1 | -2

Other results follow.
| SMILES | CFTR F508del cor | XiGFP reactiv | RAD54 inh | esBAF inh | ARNT-TACC3 inh | ERAP1 HTS inh | INS-1E GSIS act | RAD52 anneal inh |
| --- | --- | --- | --- | --- | --- | --- | --- | --- |
| CC1(C(=O)NCc2cccc3ccccc23)CCN1C(=O)C1(c2ccccc2)CCCC1 (stereo not given) | -1.8 | 0.0 | 10 | 10 | . | -4 | -17 | -11 |
| CC(C)Cc1ccc(CN2CCCC(NC(=O)c3nn(C)c(=O)c4ccccc34)C2)cc1 (stereo not given) | -0.9 | 0.0 | -3 | -1 | 2 | 3 | -21 | -2 |
| CCOC(=O)C1(C)NC(c2ccc(OC)cc2OC)C2C(=O)N(CC)C(=O)C21 (stereo not given) | 1.3 | 0.0 | . | . | -2 | 0 | 34 | -9 |
| Cc1cc(N2CCN(c3ccccc3)CC2)nc(N2CCOCC2)n1 | 0.1 | 0.0 | -9 | -3 | 4 | 1 | 2 | -12 |
| Cc1cc(C(=O)C(C)Sc2cccc[n+]2[O-])c(C)n1-c1ccc(Cl)cc1 (stereo not given) | -3.7 | 0.0 | -5 | 62* | 10 | -4 | -49 | -9 |
| COc1ccc(/C=C(\C#N)C(=O)NC(C)c2ccccc2)cc1O (stereo not given) | 0.9 | 0.0 | 0 | -6 | -2 | 0 | -16 | -18 |
| COC(=O)CC1COc2ccccc2N1C(=O)c1cc(OC)c(OC)c(OC)c1 (stereo not given) | 3.4 | 0.0 | 14 | 4 | 14 | -3 | -3 | -1 |
| C/C(=N\NC(=O)c1ccc(C)cc1)c1c(C)[nH]n(-c2ccccc2)c1=O | . | 0.0 | 2 | 4 | . | -1 | -32 | -13 |
| Cc1nc(C)c(-c2nnc(-c3ccccc3Cl)o2)cc1C(=O)NN | -2.1 | 0.0 | . | . | 22 | -2 | -6 | -8 |
| COc1ccc(OC)c(NC(=O)NCc2cccnc2)c1 | -0.6 | 0.2 | 8 | 5 | 27 | 2 | 1 | -6 |
| CC(=O)Nc1ccc(NC(=O)CSc2nnc3c4ccccc4n(C)c3n2)cc1 | 0.6 | 0.0 | . | . | -4 | 2 | 4 | -9 |
| CC(C)NC(=O)Nc1ccc2c(c1)C(=O)N([C@@H](C)CO)C[C@@H](C)[C@@H](CN(C)Cc1ccc(C(=O)O)cc1)O2 | -1.5 | 0.5 | -11 | -3 | 16 | -1 | 7 | 11 |
| CCOC(=O)c1[nH]c2ccc(F)cc2c1NC(=O)C1=COCCO1 | . | . | -8 | 5 | -11 | . | 19 | . |
| CC(=O)NCCNC(=O)c1ccc(CSc2nc3ccccc3s2)cc1 | -0.1 | 0.0 | -20 | -52 | -17 | 1 | 17 | -8 |
| COCC#Cc1ccc([C@@H]2[C@H]3CN(S(=O)(=O)c4cccc(OC)c4)CCCCN3[C@H]2CO)cc1 | 5.5 | 0.1 | 4 | . | 1 | 0 | -9 | -30 |
